High-throughput results: PubChem, National Center for Advancing Translational Sciences (NCATS)
JMJD2A Tudor: JMJD2A Tudor domain (human) inhibition | AlphaScreen JMJD2A-Tudor / H3K4me3 peptide binding | 390,000 compounds, 4.4% hits | Potency, µM (highest dose often 114 µM), for the others: at the highest dose activity change, negative = inhibition, most hits filed as inhibitors | AID 504339 | O75164; note: % is set by controls: 0 for no effect and ±100 for the full control effect; nearly all actives have a fitted effect of over 50% in size
TrxR1 inh: blocks rat thioredoxin reductase 1 | recombinant rTrxR1, NADPH fluorescence consumption, selenite substrate | Potency, µM (highest dose often 114 µM), for inactives: at the highest dose activity change, negative = inhibition, usual class: inhibitors | 390,000 compounds, 1% hits | AID 588453; note: % is set by controls: 0 for no effect and ±100 for the full control effect; nearly all actives have a fitted effect of over 65% in size
Target sequence (O89049 whole entry, looked up): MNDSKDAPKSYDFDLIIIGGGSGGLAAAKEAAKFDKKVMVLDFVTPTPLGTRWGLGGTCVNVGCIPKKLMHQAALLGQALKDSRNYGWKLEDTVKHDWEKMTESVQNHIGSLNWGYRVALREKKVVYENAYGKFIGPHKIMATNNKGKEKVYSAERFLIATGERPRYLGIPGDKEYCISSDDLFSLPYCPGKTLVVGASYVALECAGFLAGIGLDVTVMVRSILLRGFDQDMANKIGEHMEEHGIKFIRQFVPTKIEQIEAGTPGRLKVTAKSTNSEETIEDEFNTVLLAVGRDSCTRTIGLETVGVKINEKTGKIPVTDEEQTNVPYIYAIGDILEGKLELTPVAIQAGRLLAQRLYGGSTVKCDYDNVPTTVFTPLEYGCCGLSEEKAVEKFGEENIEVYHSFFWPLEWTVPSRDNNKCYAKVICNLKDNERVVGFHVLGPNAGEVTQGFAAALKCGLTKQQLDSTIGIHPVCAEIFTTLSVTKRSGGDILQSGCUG
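Rat TrxR1 (90 nM in the dispensed reagent) was pre-reduced with 400 uM NADPH for 5 min at room temperature, then incubated with compound for 15 min. After 400 uM selenite was added, NADPH fluorescence (Ex 340/Em 450 nm) was followed for 8 min.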
HP1b binding inh: inhibitors of HP1-beta chromodomain binding to methylated histone tails. P83916. Potency, µM (top dose mostly 114 µM), without a hit: top-dose activity change, negative = inhibition, usual class: inhibitors. AID 540317. AlphaScreen HP1-beta / biotin-H3K9me3 peptide binding. 390,000 compounds, 0.56% hits; note: nearly all actives have a fitted effect of over 70% in size; inactives centre near 23
Target sequence (P83916 whole entry, looked up): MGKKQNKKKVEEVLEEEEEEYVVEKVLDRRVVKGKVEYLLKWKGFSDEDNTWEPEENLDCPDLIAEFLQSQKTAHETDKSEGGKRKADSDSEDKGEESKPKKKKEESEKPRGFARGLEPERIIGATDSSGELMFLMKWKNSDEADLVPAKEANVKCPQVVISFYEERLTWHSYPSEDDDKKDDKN
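AlphaScreen: HP1-beta (50 nM) preformed 30 min with biotin-H3(1-18)K9me3 peptide (50 nM) in PBS pH 7.4, 0.01% Tween-20. Compound added for 30 min at RT, then streptavidin donor/nickel chelate acceptor beads (10 ug/mL) for 30 min.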
RGS4 inhibitor: inhibitors of human regulator of G protein signaling 4; P49798; Transcreener GDP fluorescence polarization, RGS4-accelerated GTP hydrolysis; Potency, µM (doses to about 114 µM), inactives show at the top dose activity change, negative = inhibition, hits mostly inhibitors; 390,000 compounds, 0.039% hits; AID 504845; note: % is set by controls: 0 for no effect and ±100 for the full control effect; nearly all actives have a fitted effect of over 75% in size; some results filed as inactive show a strong effect at the top dose
Target sequence (P49798 whole entry, looked up): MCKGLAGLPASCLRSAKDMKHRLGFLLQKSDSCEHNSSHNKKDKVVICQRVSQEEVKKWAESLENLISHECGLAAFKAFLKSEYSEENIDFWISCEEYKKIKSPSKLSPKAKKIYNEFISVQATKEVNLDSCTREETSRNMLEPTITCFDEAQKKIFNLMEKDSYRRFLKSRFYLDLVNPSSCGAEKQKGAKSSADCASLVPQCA
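MLSMR compounds (23 nl, pin-transferred) preincubated 10 min at room temperature with a 500nM (2x) first reagent, then RGS4 at 900nM (2x) plus Transcreener GDP mix added; fluorescence polarization (620/688 nm) read before and after 90 min at 30 °C.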
Tb PGK inh: inhibitors of T. brucei phosphoglycerate kinase | P07378 | PGK/GAPDH coupled, Kinase-Glo luminescence, 60 min | Potency, µM (highest dose often 57.5 µM), inactives show top-dose activity change, negative = inhibition, usual class: inhibitors | 380,000 compounds, 0.043% hits | AID 602233; note: % is set by controls: 0 for no effect and ±100 for the full control effect; nearly all actives have a fitted effect of over 60% in size
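Recombinant glycosomal PGK reaction used 1,3-bisphosphoglycerate generated in-well by GAPDH (100nM final) in 100mM TEA pH 7.6, 5mM MgCl2, 0.01% Tween-20. After 60 minutes at room temperature, ATP was read by Kinase-Glo Plus luminescence end-point.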
ALOX12 inh: blocks human arachidonate 12S-lipoxygenase. Potency, µM (titrated, usually from 108 µM), for inactives: top-dose activity change, negative = inhibition, usual class: inhibitors. AID 1671190. purified 12hLO, xylenol orange hydroperoxide absorbance. 580,000 compounds, 1.1% hits. P18054; note: % is set by controls: 0 for no effect and ±100 for the full control effect
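Purified human 12hLO (150 nM final) in 25 mM Hepes, 0.01% Triton X-100, pH 7.0 was preincubated 15 min at room temperature with compound. Then 40 uM arachidonic acid was added, 30 min. Hydroperoxide was read by Fe-XO absorbance ratio 573/405 nm.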
Pin1 inhibitor: human Pin1 inhibition. Q13526. Pin1 FP peptide displacement, HiFluor488, 10 min. Potency, µM (highest dose often 115 µM), inactives show top-dose activity, negative = inhibition, usual class: inhibitors. 390,000 compounds, 0.009% hits. AID 504891; active = well fitted inhibition curve with a large enough effect in the polarisation, with a control signal flat, not every such curve was filed as active; inconclusive = small, poorly fitted or top-dose-only effect, or effect the other way, or a change in a side signal; inactive = no such curve, though single readings can be large or run the other way; the % refers to the polarisation; note: % is set by controls: 0 for no effect and ±100 for the full control effect
Target sequence (Q13526 whole entry, looked up): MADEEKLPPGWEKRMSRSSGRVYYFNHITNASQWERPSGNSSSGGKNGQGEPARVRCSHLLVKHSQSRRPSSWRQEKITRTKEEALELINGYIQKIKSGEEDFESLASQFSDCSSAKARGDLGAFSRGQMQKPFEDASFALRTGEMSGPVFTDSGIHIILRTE
ERG Ets-DNA blk: ERG Ets/DNA interaction inhibition; P11308; fluorescence polarization, His-ERG Ets domain / labelled DNA; Potency, µM (doses to about 76.9 µM), inactives show at the highest dose FP activity, negative = inhibition, usual class: inhibitors; AID 624246; 370,000 compounds, 0.028% hits; active = well fitted inhibition curve with a large enough effect in the polarisation, with a control signal flat; inconclusive = small, poorly fitted or top-dose-only effect, or effect the other way, or a change in a side signal; inactive = no such curve, though single readings can be large or run the other way; the % refers to the polarisation;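 note: polarization taken with two DNA probes labelled with fluorescein and Texas red; % of control where 0% means no effect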
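His-tagged ERG Ets domain (1 uM in the protein solution; 300mM KCl, 50mM Tris-HCl, 1mM EDTA, 1mM DTT, pH 7.5) received compound, then a probe mix of 5 nM fluorescein-DNA and 100nM Texas-615-DNA. Fluorescence polarization was read for both dyes.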
GLS inhibitor: glutaminase GLS (human) inhibition. AID 624170. Potency, µM (top dose mostly 45.5 µM), without a hit: at the top dose activity change, negative = inhibition, actives largely listed as inhibitors. 410,000 compounds, 0.21% hits. O94925. GLS enzymatic activity, qHTS titration; note: % is set by controls: 0 for no effect and ±100 for the full control effect
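hKGA in 45 mM KH2PO4 pH 8.2, 0.02% Tween-20 with pin-transferred compounds; 1 mM L-glutamine (stock) plus glutamate oxidase/HRP/Amplex Red coupling added. Fluorescence read initially and after 30 min at RT.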
An asterisk follows results filed as active; i = inactive; ? = inconclusive; · = not tested or not shown; & = joins results of further samples; [ ] = remark or other dose. Unless noted, calls come from the whole dose curve; as a rule, active = well fitted curve in the direction sought with a large enough effect; inconclusive = small, poorly fitted or top-dose-only effect, or another doubt; inactive = no such curve, though single readings can be large; an effect the other way counts as inactive or inconclusive. Potency is the fitted concentration of half-maximal effect.

SMILES	Tb PGK inh	ERG Ets-DNA blk	TrxR1 inh	GLS inhibitor	JMJD2A Tudor	Pin1 inhibitor	HP1b binding inh	RGS4 inhibitor	ALOX12 inh
CCOC(=O)c1cccc(NC(=O)COC)c1	-1%	-6%	13%[57.1 µM]	3%	2%	1%	18%	6%	i
CN(C)C(CNc1ccc(C(F)(F)F)cn1)c1ccccc1 (configuration not stated)	i	7%	10%	7%	-16%	7%	-1%	7%	0%
CCCOc1ccc(C2=NNC(=O)CC2)cc1	·	2%	17%	14%	-8%	-5%	35%[activator]	18%	1%
Cc1ccc(Cl)cc1NC(=O)CNC(=O)N1CC(=O)Nc2ccccc21	i	0%	19%	-4%	-1%	-9%	53%[activator]	1%	12%&4%
CCOc1ccc(NC(=O)NCc2cccn2Cc2ccccc2)cc1	-8%	3%	8%[57.1 µM]	13%	-18%	1%	4%	-3%	-12%
Cc1ccc2nc(NC(=O)C3CCCN3C(=O)OC(C)(C)C)sc2c1 (configuration not stated)	-7%	3%	4%[57.1 µM]	-1%	-7%	7%	17%	6%	-14%
CCOC(=O)c1c(NC(=O)COC(=O)CCOc2ccccc2C)sc(C(=O)NC)c1C	12%	-1%	?	19%	-7%	15%	27%	-8%	-1%
CC(=O)Nc1ccc(S(=O)(=O)Nc2nc3ccccc3nc2Nc2ccc(S(N)(=O)=O)cc2)cc1	-1%	-12%	-5%[57.1 µM]	5%	0%	-16%	33%	-12%	-15%
Cc1cc(C)c2c(=O)cc(CSCC(=O)Nc3nnc(C)s3)[nH]c2c1	1%	9%	0%[57.1 µM]	1%	-15%	8%	20%[57 µM]	-24%	-21%
OC(C#CCN1CCOCC1)c1cccs1 (configuration not stated)	-5%	-2%	?	3%	-5%[57.1 µM]	-1%	34%	16%[11.4 µM]	17%
C#C[C@]1(O)CC[C@H]2[C@@H]3CCc4cc(OC5CCCC5)ccc4[C@H]3CC[C@@]21C	3%	14%	2%	4%&8%	-26%	3%	6%	-6%	-13%
O=C(CCn1c(=O)c2ccccc2n(Cc2ccccc2)c1=O)NC1CCN(Cc2ccccc2)CC1	-5%	-5%	11%	1%	-11%	2%	35%	23%	5%
Cc1ccc(NC2CCCN(C(=O)CCc3scnc3C)C2)cc1C (configuration not stated)	i	-10%	-3%	0%	-23%	1%	0%	-37%	-15%
Cc1c(C(=O)N2CCN(S(=O)(=O)c3ccccc3)CC2)oc2ccccc12	-2%	-2%	9%	2%	?	0%	0%	-15%	-11%
COc1ccccc1CNC(=O)c1ccc(OCc2c(C)noc2C)c(OC)c1	-7%	-1%	1%	6%	-16%	-1%	29%	-14%	-7%
COc1cccc(C=NNC(=S)NN=Cc2cccc(OC)c2OC)c1OC	-3%	-3%	-29%	-3%	?	-2%	4%	?	?
CC(C)CC1=NN2C(=N)/C(=C\c3coc4ccccc4c3=O)C(=O)N=C2S1	-5%	25%	-18%	43%[activator]	-4%	?	61%[activator]	?	?
CC(C)CC(C(=O)N1CCc2ccccc2C1)N1C(=O)c2ccccc2C1=O (configuration not stated)	-2%	-5%	15%[57.1 µM]	6%	-19%	-2%	3%	17%	4%
CC(C)n1c(SCC(=O)NC2CC2)nnc1C1CC1	3%	-7%	11%	5%	-14%	-3%	13%	-21%	?
Cc1ccc(-c2nnc(SCC(=O)N3CCc4ccccc43)o2)cc1	-9%	3%	16%	-4%	-12%	1%	10%	-14%	5%
Nc1nc(NCC2CCCO2)nc(Nc2cccc(Cl)c2)c1[N+](=O)[O-] (configuration not stated)	4%	31%[activator][15.4 µM]	20%[11.4 µM]	-12%	-19%	0%	35%	-11%	-29%
O=C(CN(C(=O)Cn1nnc(-c2cccs2)n1)c1ccc2c(c1)OCCO2)NCc1ccccc1	-9%	-6%	2%[57.1 µM]	0%	-19%[57.1 µM]	14%	13%	2%[11.4 µM]	4%
CCS(=O)c1ccccc1C(=O)O (configuration not stated)	-8%	0%	4%[57.1 µM]	3%	-11%	2%	22%	31%	0%
Oc1ccccc1N1CCN(C(=S)NCCc2ccccc2)CC1	17%	3%	-21%	28%	-31%	12%	?	-21%	?
NC(=O)C1=C[C@H](c2csc3ccccc23)C[C@H](OCCCCO)O1	-3%	8%	5%[57.1 µM]	-6%	-17%	10%	42%	-35%	?
C#CCOCCOCCOCCNc1nc(N2CCN(C(=O)[C@H](CCCCN)n3cc(CN)nn3)CC2)nc(N2CCN(C(=O)[C@H](CCCN=C(N)N)n3cc(C(N)[C@H](C)CC)nn3)CC2)n1 (some centres not stated)	6%	-7%	-20%	-1%	79µM*	5%	18%	4%	?
Cc1ccc(-c2nc3cccnc3s2)cc1NS(=O)(=O)c1ccc2c(c1)OCCO2	3%	1%	43%	-4%	-14%	35%[activator]	44%[activator]	9%	2%[57.4 µM]
COc1ccc(/C=C/C(=O)Nc2ccc(OC)cc2[N+](=O)[O-])cc1	-4%	·	-18%	18%	-16%	?	13%	10%	-2%
CC(=O)N1CCc2[nH]c3ccccc3c2C1	-7%	9%	11%	-1%	-10%	-5%	0%	44%	-4%
Cc1cc(C(C)(C)C)oc1C(=O)Nc1ccc(CC(=O)O)cc1	4%	-8%	-10%	10%	-11%	5%	30%	7%	0%
O=C(NCc1cccnc1)c1ccccc1-c1ccccc1	i	-17%	8%[57.1 µM]	3%	-7%	-5%	37%[activator]	0%	15%
CC(C)(C)C(=O)Nc1ccccc1C(=O)Nc1ccncc1	5%	7%	7%	6%	-5%	-5%	58%[activator]	-17%	-9%
COC(=O)Cc1cc(C)cc2c(=O)cc(-c3ccoc3)oc12	-6%	26%	-8%	-3%	-28%	35%[activator]	54%[activator]	3%	?
O=C(O)c1cccc(NC(=O)C2C3C=CC(C3)C2C(=O)OCC(F)(F)C(F)F)c1 (configuration not stated)	-6%	-6%	14%[57.1 µM]	-1%	-5%	-2%	15%	13%	6%
COc1ccc(CC(=O)NCC2CCCN(Cc3cccc(SC)c3)C2)cc1 (configuration not stated)	1%	-1%	3%	-1%	?	-1%	17%	-16%[56.9 µM]	?
COC(=O)c1c(-c2ccc(OC)cc2)sc2ccc(OC)cc12	-1%	-2%	6%	0%	83%[activator]	5%	135%[activator]	17%	-7%
CC(=O)N1N=C(c2ccco2)CC1c1cc2ccc(C)cc2nc1Cl (configuration not stated)	-8%	-4%	-5%	1%	-7%	-1%	22%	-9%	0%
COc1ccc(C(CC(=O)O)NC(=O)c2cccs2)cc1 (configuration not stated)	0%	1%	14%	10%	-13%	6%	24%	2%	-4%
COC(=O)c1ccc(CSCC(=O)Nc2ccccc2)cc1	0%	0%	28%[57.1 µM]	-4%	-2%	-1%	46%[activator]	3%	0%
COc1cc(CCC(=O)Nc2cc(Cl)ccc2N2CCN(C)CC2)cc(OC)c1OC	i	-1%	-13%	13%	-32%	4%	1%	-27%	19%
CSc1ccccc1NC(=O)CSc1nnc(Cc2ccccc2)o1	-10%	-20%	-10%[57.1 µM]	-2%	1%	6%	43%[activator]	6%	-4%
Clc1ccc(CN(Cc2ccccc2)C(c2cccs2)c2nnnn2C2CCCC2)cc1 (configuration not stated)	i	-9%	8%	-13%	8%	6%	50%[activator]	-38%	0%
Cc1ccc(S(=O)(=O)NCC(=O)OCc2csc(-c3ccccc3)n2)cc1	i	-5%	-7%	-2%	-10%	-2%	25%	-20%	?
CN(C)CCOc1cccc(Cl)c1	-8%	12%	1%	4%	22µM*	-5%	?	9%	?
CC(C)CN1C(=O)c2ccc(NC(=O)c3ccccc3F)cc2C1=O	-4%	2%	37%[57.1 µM]	5%	-5%	-4%	5%	43%	-4%
Cc1cc(/C=C\c2nc(O)c([N+](=O)[O-])c(=O)[nH]2)c(C)n1-c1ccccc1	-13%	4%	4%[57.1 µM]	2%	56µM*	-4%	?	-27%	?
COc1ccc(CCNC(=O)c2cnc3ccc(C)cn3c2=O)cc1	i	-5%	16%	-14%	-1%	2%	33%	0%	-12%
COc1ccc(NC(=O)COC(=O)CNS(=O)(=O)c2ccccc2)cc1OC	i	-5%	22%[57.1 µM]	-17%	-15%[57.1 µM]	8%	36%[activator]	-2%	-10%

4 consecutive records already listed:
SMILES	Tb PGK inh	ERG Ets-DNA blk	TrxR1 inh	GLS inhibitor	JMJD2A Tudor	Pin1 inhibitor	HP1b binding inh	RGS4 inhibitor	ALOX12 inh
Clc1ccc(CN(Cc2ccccc2)C(c2cccs2)c2nnnn2C2CCCC2)cc1 (configuration not stated)	i	-9%	8%	-13%	8%	6%	50%[activator]	-38%	0%
Cc1ccc(S(=O)(=O)NCC(=O)OCc2csc(-c3ccccc3)n2)cc1	i	-5%	-7%	-2%	-10%	-2%	25%	-20%	?
CN(C)CCOc1cccc(Cl)c1	-8%	12%	1%	4%	22µM*	-5%	?	9%	?
CC(C)CN1C(=O)c2ccc(NC(=O)c3ccccc3F)cc2C1=O	-4%	2%	37%[57.1 µM]	5%	-5%	-4%	5%	43%	-4%

Only part of the results is shown; count on the stated rates, not on these rows.
